NCOA1 inh – inhibits human SRC1 coactivator; 0.12% of 360,000 active; Q15788; HEK293 GAL4-SRC1 luciferase reporter, luminescence; inhibition, % at 3.6 µM;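 active means inhibition above the campaign mean plus 3 SD, with each screening campaign given its own cutoff, cut at about 60% in these data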;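 further: 0% = DMSO treated cells and 100% = gossypol at 36 µM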
NOD2 RIPK2 PPI – NOD2-RIPK2 protein interaction inhibition; AID 624267; O43353; CHO BLA complementation NOD2-RIPK2, CCF4 ratio; inhibition, % at 4.98 µM; 0.38% of 360,000 active; in the data active means inhibition above about 21%;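 further: 0% = vehicle only and 100% = reference blocker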
ABHD5-PLIN5 inh – ABHD5-PLIN5 protein interaction inhibition; Split G. princeps luciferase complementation, luminescence, 4 h; 0.78% of 360,000 active; AID 602281; inhibition, % at 4 µM;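 active means inhibition above the mean inhibition across every tested compound plus 3 SD, cut at about 22% in these data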;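 further: 0% = DMSO only wells and the 100% control is not disclosed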
NCOA3 inh – human NCOA3 inhibition | inhibition, % at 3.6 µM | Q9Y6Q9 | 0.17% of 360,000 active | HEK293 GAL4-SRC3 luciferase reporter, luminescence;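 active means inhibition above a per-campaign cutoff, the mean of all compounds plus 3 SD, cut at about 60% in these data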;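 further: 0% = DMSO-treated cells and 100% = gossypol-treated cells at 36 µM; higher means less SRC3-driven luciferase light from the GAL4 reporter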
SRC2 inh – inhibits human steroid receptor coactivator 2 | Q15596 | HEK293 GAL4-SRC2 luciferase reporter, luminescence | inhibition, % at 9 µM | 0.17% of 370,000 active | AID 651957;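 active means inhibition above the mean inhibition of all tested compounds plus 3 SD, set per campaign, cut at about 52% in these data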;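 further: 0% = DMSO treated cells and 100% = cells given Gossypol at 36 µM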
TWEAK Fn14 block – blocks TWEAK-Fn14 interaction in a reporter cell assay. TWEAK-stimulated Fn14 reporter cells, luciferase luminescence, 8 h. 2% of 360,000 active. inhibition, % at 10 µM; in the data active means inhibition above about 50%
TROY NFkB inh – inhibitors of TROY-dependent NF-kB signaling. Q293 LMP1-TROYcd NF-kB luciferase reporter, 4 h. inhibition, % at 10 µM. 0.98% of 360,000 active;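 active means compounds whose plate-normalised and pattern-corrected inhibition of the luciferase reporter signal at the single screening dose is 50% or more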
TLR9-MyD88 inh – inhibitors of human TLR9-MyD88 binding. Q9NR96+Q99836. CHO BLA complementation TLR9-MyD88, CCF4 FRET ratio. inhibition, % at 4.98 µM. 0.21% of 340,000 active. AID 504734;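 active means inhibition above the mean over all tested compounds plus 3 SD, cut at about 21% in these data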;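 further: 0% = DMSO only wells and 100% = clavulanate BLA inhibitor control wells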
Granule exo inh – lytic granule exocytosis inhibition; TALL-104 LAMP-1 surface exposure, flow cytometry; cells stimulated with thapsigargin and PMA; inhibition, % at 10 µM; 0.66% of 360,000 active; AID 651702;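 active means inhibition above about 55%, limit read from the data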
NR2F2 inh – blocks human COUP-TFII nuclear receptor; inhibition, % at 8.6 µM; 0.7% of 370,000 active; P24468; HEK293T NGFI-A luciferase reporter, luminescence;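 active means inhibition above a per-plate cutoff, mean inhibition of test wells between control levels plus 3 SD, cut at about 38% in these data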;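 further: cells cotransfected with COUP-TFII expression vector driving the NGFI-A reporter; 0% = median of COUP-TF2 test wells and 100% = reporter-only cells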
LRH-1 inv ag – inverse agonists of human LRH-1 (NR5A2); O00482; HEK293T StAR-luciferase reporter, LRH-1 transfected, 24 h; inhibition, % at 3.6 µM; 0.13% of 360,000 active;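 active means inhibition above the mean inhibition of all tested compounds plus 3 SD, cut at about 73% in these data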;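 further: 0% = DMSO wells and 100% = reporter-only cells lacking LRH-1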
Starred values were filed as active, the others as inactive.

Start of the data: the first 2 compounds, to show the layout:
O=C(CCNC(=O)c1ccc(Cl)cc1)Nc1ccccc1N1CCCCC1 was read as NCOA1 inh 2, NOD2 RIPK2 PPI -3, ABHD5-PLIN5 inh -7, NCOA3 inh 6, SRC2 inh -9, TWEAK Fn14 block 21, TROY NFkB inh 9, TLR9-MyD88 inh -3, Granule exo inh -5, NR2F2 inh -2 and LRH-1 inv ag 15.
`C=CCn1c(CCNC(=O)c2ccc(Cl)c(Cl)c2)nnc1SCCOc1ccc(OC)cc1` gave NCOA1 inh -22, NOD2 RIPK2 PPI -13, ABHD5-PLIN5 inh 2, NCOA3 inh 7, TWEAK Fn14 block 9, TROY NFkB inh 3, TLR9-MyD88 inh -1, Granule exo inh 9 and LRH-1 inv ag 6.

Results, previewed entries included:
O=C(CCNC(=O)c1ccc(Cl)cc1)Nc1ccccc1N1CCCCC1 was read as NCOA1 inh 2, NOD2 RIPK2 PPI -3, ABHD5-PLIN5 inh -7, NCOA3 inh 6, SRC2 inh -9, TWEAK Fn14 block 21, TROY NFkB inh 9, TLR9-MyD88 inh -3, Granule exo inh -5, NR2F2 inh -2 and LRH-1 inv ag 15.
`C=CCn1c(CCNC(=O)c2ccc(Cl)c(Cl)c2)nnc1SCCOc1ccc(OC)cc1` gave NCOA1 inh -22, NOD2 RIPK2 PPI -13, ABHD5-PLIN5 inh 2, NCOA3 inh 7, TWEAK Fn14 block 9, TROY NFkB inh 3, TLR9-MyD88 inh -1, Granule exo inh 9 and LRH-1 inv ag 6.
Cc1nn(C)c(C)c1S(=O)(=O)N(CC(=O)NCCCN1CCC(C)CC1)c1ccc(C(C)C)cc1 was read as NCOA1 inh 9, NOD2 RIPK2 PPI 4, ABHD5-PLIN5 inh -7, NCOA3 inh 11, SRC2 inh 2, TWEAK Fn14 block -16, TROY NFkB inh -8, TLR9-MyD88 inh -4, Granule exo inh 2, NR2F2 inh -6 and LRH-1 inv ag 3.
CCNC(=O)OCCC12CC3CC(CC(C3)C1)C2 was read as NCOA1 inh -8, NOD2 RIPK2 PPI -11, ABHD5-PLIN5 inh 1, NCOA3 inh 11, SRC2 inh -22, TWEAK Fn14 block -16, TROY NFkB inh -21, TLR9-MyD88 inh 2, Granule exo inh 2, NR2F2 inh -1 and LRH-1 inv ag -6.
`O=C(c1cccc(Cl)c1)N1CCN(C2CCCCC2)CC1` gave NCOA1 inh 20, NOD2 RIPK2 PPI -4, ABHD5-PLIN5 inh -6, NCOA3 inh -2, SRC2 inh -12, TWEAK Fn14 block -4, TROY NFkB inh -13, TLR9-MyD88 inh -1, Granule exo inh -5, NR2F2 inh 28 and LRH-1 inv ag -23.
`CCOc1ccc(NC(=O)CCn2nc(C)c(S(=O)(=O)N3CCCCC3)c2C)cc1` gave NCOA1 inh -4, NOD2 RIPK2 PPI -2, ABHD5-PLIN5 inh -1, NCOA3 inh 14, SRC2 inh -3, TWEAK Fn14 block 23, TROY NFkB inh 12, TLR9-MyD88 inh -1, Granule exo inh -2, NR2F2 inh 4 and LRH-1 inv ag 11.
For CN(CC(=O)NCC1COc2ccccc2O1)S(=O)(=O)c1ccc(Cl)cc1 (stereo not given) the results were NCOA1 inh 9, NOD2 RIPK2 PPI -2, ABHD5-PLIN5 inh -2, NCOA3 inh 14, SRC2 inh -24, TWEAK Fn14 block 7, TROY NFkB inh 7, TLR9-MyD88 inh 7, Granule exo inh -4, NR2F2 inh 3 and LRH-1 inv ag 12.
Screening CCN(CC(=O)NCc1cccs1)C(=O)CCCOc1ccc(C(C)(C)C)cc1 returned NCOA1 inh -6, NOD2 RIPK2 PPI 11, ABHD5-PLIN5 inh -6, NCOA3 inh 0, SRC2 inh 11, TWEAK Fn14 block -13, TROY NFkB inh -8, TLR9-MyD88 inh 3, Granule exo inh 14, NR2F2 inh 14 and LRH-1 inv ag -37.
`Cc1ccc(NC(=O)C2=CC(c3cccs3)=NS(=O)(=O)N2C)cc1` gave NCOA1 inh 1, NOD2 RIPK2 PPI 4, ABHD5-PLIN5 inh 1, NCOA3 inh -11, SRC2 inh -13, TWEAK Fn14 block -10, TROY NFkB inh -17, TLR9-MyD88 inh -5, Granule exo inh -2, NR2F2 inh 1 and LRH-1 inv ag -8.
Screening Cn1nccc1C(=O)Nc1cccc(C(F)(F)F)c1 returned NCOA1 inh -10, NOD2 RIPK2 PPI -8, ABHD5-PLIN5 inh 5, NCOA3 inh 17, SRC2 inh -7, TWEAK Fn14 block 10, TROY NFkB inh -1, TLR9-MyD88 inh -4, Granule exo inh 0, NR2F2 inh -3 and LRH-1 inv ag 8.
For Cc1cccc(-n2c(Cc3cc(=O)[nH]c(=O)[nH]3)nnc2SCC(=O)NCC2CCCO2)c1 (stereo not given) the results were NCOA1 inh -24, NOD2 RIPK2 PPI -8, ABHD5-PLIN5 inh -1, NCOA3 inh -11, SRC2 inh -1, TWEAK Fn14 block -20, TROY NFkB inh 11, TLR9-MyD88 inh -4, Granule exo inh -1, NR2F2 inh -11 and LRH-1 inv ag 9.
Screening CC(C)C[C@H](NC(=O)c1nc[nH]c1C(=O)N1CCC(C)CC1)C(=O)OCc1ccccc1 returned NCOA1 inh 3, NOD2 RIPK2 PPI 3, ABHD5-PLIN5 inh 1, NCOA3 inh -6, SRC2 inh 0, TWEAK Fn14 block 4, TROY NFkB inh 1, TLR9-MyD88 inh -7, Granule exo inh 22, NR2F2 inh 12 and LRH-1 inv ag -7.
Screening O=C(COC(=O)Cc1c(Cl)cccc1Cl)Nc1ccc(OC(F)(F)F)cc1 returned NCOA1 inh -6, NOD2 RIPK2 PPI -15, ABHD5-PLIN5 inh -19, NCOA3 inh -17, SRC2 inh -10, TWEAK Fn14 block -26, TROY NFkB inh -14, TLR9-MyD88 inh 17, Granule exo inh -11, NR2F2 inh 6 and LRH-1 inv ag 2.
`N#C/C(=C\c1ccc(OCc2ccccc2)cc1)C(N)=O` gave NCOA1 inh -44, NOD2 RIPK2 PPI 1, ABHD5-PLIN5 inh 4, NCOA3 inh -38, SRC2 inh -90, TWEAK Fn14 block -8, TROY NFkB inh -49, TLR9-MyD88 inh 2, Granule exo inh -4, NR2F2 inh -38 and LRH-1 inv ag -38.
O=C(c1cccs1)N1CCN(c2ncc(C(F)(F)F)cc2Cl)CC1 was read as NCOA1 inh -15, NOD2 RIPK2 PPI -1, ABHD5-PLIN5 inh -5, NCOA3 inh 5, SRC2 inh -18, TWEAK Fn14 block -27, TROY NFkB inh -23, TLR9-MyD88 inh -9, Granule exo inh 0, NR2F2 inh 9 and LRH-1 inv ag -43.
Screening NC(=O)c1ccccc1OCC(=O)N1CCC(Cc2ccccc2)CC1 returned NCOA1 inh 17, NOD2 RIPK2 PPI -16, ABHD5-PLIN5 inh 8, NCOA3 inh 5, SRC2 inh 7, TWEAK Fn14 block 18, TROY NFkB inh 14, TLR9-MyD88 inh 0, Granule exo inh 0, NR2F2 inh 64* and LRH-1 inv ag 27.
For COC(=O)c1ccccc1NC(=O)CCCOc1cc(=O)n(C)c2ccccc12 the results were NCOA1 inh -6, NOD2 RIPK2 PPI 14, ABHD5-PLIN5 inh 2, NCOA3 inh -24, SRC2 inh -46, TWEAK Fn14 block -21, TROY NFkB inh -25, Granule exo inh 13, NR2F2 inh -67 and LRH-1 inv ag 13.
For CC(=O)c1ccc(N2CCN(c3ncccn3)CC2)c([N+](=O)[O-])c1 the results were NCOA1 inh -9, NOD2 RIPK2 PPI 2, ABHD5-PLIN5 inh -2, NCOA3 inh -4, SRC2 inh -9, TWEAK Fn14 block 32, TROY NFkB inh -27, TLR9-MyD88 inh -3, Granule exo inh -6, NR2F2 inh -10 and LRH-1 inv ag -23.
Screening O=C(CCNC(=O)c1ccc([N+](=O)[O-])cc1)NC1CCCCC1 returned NCOA1 inh -1, NOD2 RIPK2 PPI -4, ABHD5-PLIN5 inh -9, NCOA3 inh -10, SRC2 inh -5, TWEAK Fn14 block 3, TROY NFkB inh -8, TLR9-MyD88 inh 4, Granule exo inh -4, NR2F2 inh 6 and LRH-1 inv ag -8.
Screening O=C(N1CCOCC1)N1CCN(S(=O)(=O)c2ccccc2)C1 returned NCOA1 inh -5, NOD2 RIPK2 PPI -13, ABHD5-PLIN5 inh -2, NCOA3 inh -8, SRC2 inh -13, TWEAK Fn14 block -6, TROY NFkB inh -6, TLR9-MyD88 inh 4, Granule exo inh -2, NR2F2 inh 3 and LRH-1 inv ag 3.
For CN(C)C(=O)CN(c1ccc(F)c(Cl)c1)S(C)(=O)=O the results were NCOA1 inh -2, NOD2 RIPK2 PPI -10, ABHD5-PLIN5 inh 14, NCOA3 inh 8, SRC2 inh 4, TWEAK Fn14 block 8, TROY NFkB inh 7, TLR9-MyD88 inh 1, Granule exo inh -6, NR2F2 inh -7 and LRH-1 inv ag 9.
COc1ccc(C(=O)N2CCC(C(=O)O)CC2)cc1 was read as NCOA1 inh -19, NOD2 RIPK2 PPI -9, ABHD5-PLIN5 inh 0, NCOA3 inh 25, SRC2 inh -9, TWEAK Fn14 block 1, TROY NFkB inh -16, TLR9-MyD88 inh -6, Granule exo inh 0, NR2F2 inh -1 and LRH-1 inv ag -2.
COc1ccc(-c2n(CC(=O)OC3CC(C)CCC3C(C)C)c3ccccc3[n+]2C)cc1 (stereo not given) was read as NCOA1 inh 24, NOD2 RIPK2 PPI -2, ABHD5-PLIN5 inh 18, NCOA3 inh 70*, SRC2 inh 18, TWEAK Fn14 block 80*, TROY NFkB inh 48, TLR9-MyD88 inh -6, Granule exo inh 37, NR2F2 inh -21 and LRH-1 inv ag 59.
O=C(NCc1cccc(Cl)c1)C1CCC(=O)N(CCCN2CCCC2=O)C1 (stereo not given) was read as NCOA1 inh -30, NOD2 RIPK2 PPI -4, ABHD5-PLIN5 inh -1, NCOA3 inh -9, SRC2 inh -15, TWEAK Fn14 block -15, TROY NFkB inh -7, TLR9-MyD88 inh 3, Granule exo inh 5, NR2F2 inh -3 and LRH-1 inv ag 12.
Screening Cc1cc(C(=O)N2CCCC(N3CCN(c4cccc(Cl)c4)CC3)C2)nc(C)n1 (stereo not given) returned NCOA1 inh 7, NOD2 RIPK2 PPI -15, ABHD5-PLIN5 inh 3, NCOA3 inh 7, SRC2 inh 12, TWEAK Fn14 block 21, TROY NFkB inh -21, TLR9-MyD88 inh -5, Granule exo inh 0, NR2F2 inh 7 and LRH-1 inv ag -5.
N#Cc1ccccc1S(=O)(=O)N1CCN(Cc2cccs2)CC1 was read as NCOA1 inh 13, NOD2 RIPK2 PPI -4, ABHD5-PLIN5 inh -1, NCOA3 inh -1, SRC2 inh 10, TWEAK Fn14 block 2, TROY NFkB inh 5, TLR9-MyD88 inh -21, Granule exo inh -4, NR2F2 inh 3 and LRH-1 inv ag -16.
Screening CC(=O)N1CCN(S(=O)(=O)c2cccc(C(=O)NCCC3=CCCCC3)c2)CC1 returned NCOA1 inh -4, NOD2 RIPK2 PPI 7, ABHD5-PLIN5 inh -4, NCOA3 inh -8, SRC2 inh 5, TWEAK Fn14 block -10, TROY NFkB inh 1, TLR9-MyD88 inh 4, Granule exo inh 67*, NR2F2 inh -26 and LRH-1 inv ag 6.
CC1=C(C(=O)OCc2cc(C)on2)N2C(=O)[C@@H](NC(=O)OCc3cc(C)on3)[C@H]2SC1 was read as NCOA1 inh -1, NOD2 RIPK2 PPI -5, ABHD5-PLIN5 inh -19, NCOA3 inh -4, SRC2 inh 11, TWEAK Fn14 block -5, TROY NFkB inh 7, TLR9-MyD88 inh -1, Granule exo inh 9, NR2F2 inh 5 and LRH-1 inv ag -2.

Screening data as filed in PubChem BioAssay.

A portion of the library; rates above refer to the full screens.
